# Bioassay records from PubChem BioAssay.
# mcGAS lum: blocks mouse cGAS activity; inhibition, % at 12.5 µM; recombinant cGAS, Kinase-Glo ATP depletion luminescence; 160,000 tested, 0.15% active; Q8C6L5;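 further: 0% = negative control wells and 100% = reference inhibitor with no enzyme activity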
# NPYLR7 ag: activates Aedes aegypti NPYLR7 receptor; HEK293T NPYLR7/Galpha15, GCaMP6s calcium fluorescence; activation, % at 10 µM; 270,000 tested, 0.15% active; in the data active means activation above about 40%;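 further: 0% = vehicle and 100% = reference agonist at the receptor; some compounds past the cut are filed as inactive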
# hcGAS inh: inhibitors of human cGAS | inhibition, % at 12.5 µM | recombinant h-cGAS, ATP depletion, Kinase-Glo luminescence | Q8N884 | 290,000 tested, 0.081% active;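 further: 0% = vehicle reaction and 100% = reaction without DNA for no activity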
# Target sequence (Q8N884 whole entry, looked up): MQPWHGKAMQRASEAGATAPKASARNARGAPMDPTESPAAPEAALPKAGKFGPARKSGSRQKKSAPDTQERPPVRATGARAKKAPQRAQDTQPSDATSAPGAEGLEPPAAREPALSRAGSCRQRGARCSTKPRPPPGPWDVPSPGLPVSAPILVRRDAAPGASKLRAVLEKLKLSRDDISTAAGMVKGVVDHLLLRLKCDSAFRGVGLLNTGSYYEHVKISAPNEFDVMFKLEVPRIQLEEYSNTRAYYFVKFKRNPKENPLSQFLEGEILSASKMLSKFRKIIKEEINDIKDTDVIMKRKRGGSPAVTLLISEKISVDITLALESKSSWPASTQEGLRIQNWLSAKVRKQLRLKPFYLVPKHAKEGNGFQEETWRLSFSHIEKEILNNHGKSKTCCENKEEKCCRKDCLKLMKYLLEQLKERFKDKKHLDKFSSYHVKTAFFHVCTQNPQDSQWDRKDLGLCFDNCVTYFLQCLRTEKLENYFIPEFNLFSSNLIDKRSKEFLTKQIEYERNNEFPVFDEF
# Starred values were filed as active, the others as inactive; x = no result given; & = joins results of further samples. Unless noted, no stated cut-off is given here; in the data, active means inhibition above about 40%; inactive means the rest.
SMILES,mcGAS lum,NPYLR7 ag,hcGAS inh
C/C=C(/OC)C(=O)N1CCC(n2cnc3cc(C(F)(F)F)ccc32)CC1,-5,-8,-5
Cc1cccc(COc2ccccc2C(=O)OCc2nnc(-c3ccccc3)o2)c1,-5,2,-3
CSc1ccccc1N1C(=O)CN(C(=O)C2CCCC2)CC1C (stereo not drawn),-13,11,-6
O=C1N(Cc2cccnc2)C(=O)C2(CCN(Cc3ccccc3Cl)CC2)N1CCc1ccccc1,-8,14,-16
CC1(C(=O)Nc2ccc3c(c2)OCCO3)CCN1C(=O)Cc1ccc(-c2ccccc2)cc1 (stereo not drawn),-1,-4,6
Cn1ccc(NC(=O)C2CC(=O)N(CCc3ccccc3)C2)n1 (stereo not drawn),x,0,-5
COc1cccc(CN2CCC3(CC2)NC(=O)c2cccc(C)c2N3)c1,-6,17,-3
CCNc1ncc(C(=O)N2CCCC(O)(CO)C2)cn1 (stereo not drawn),x,0,-11
O=C(CCC1CCCC1)N1CCCN(c2nc(CN3CCN(C4CCCCC4)CC3)cc(=O)[nH]2)CC1,-6,x,-9
O=C(NCc1ccco1)c1sc2ccccc2c1Cl,-3,9,-3
CN1CCn2nc(C(=O)NC(c3ccccc3)c3ccco3)cc2C1 (stereo not drawn),-22,1,-6
CC1c2cc(O)c(O)cc2CCN1C(=O)NC1CCCCC1 (stereo not drawn),-4,8,-5
Cc1cccc(-n2c(N)c(Br)c(=O)[nH]c2=O)c1,-8,3,-16
O=C(Cn1c(-c2nnco2)cc2ccccc21)NC1CCCC1,-8,-3,-6
C[n+]1ccc(C(=O)N2CCOCC2)cc1,-6,-7,-2
CCOC(=O)C1(Cc2ccc(Cl)cc2)CCN(C(=O)c2cn3c(C)cccc3n2)CC1,x,17,-7
C/C=C/C(=O)Nc1c(OC(=O)N(CC)CC)ccc2c1ccn2Cc1ccccc1F,-4,3,-5
COC(=O)C1CCCCN1Cc1nnc(CC2CCNCC2)n1C (stereo not drawn),-13,3,-8
O=C(NCc1nc2ccccc2c(=O)n1Cc1ccccc1)C(=O)NC1CCCC1,x,1,-5
O=C(C(Cl)=CNc1ccccn1)C(F)(F)F,x,7,-4
Cc1nc2ccccc2nc1CS(=O)(=O)CCC(=O)N1CCOCC1,x,-1,4
CCC(C(=O)NC)n1nnc(-c2ccc(Cl)cc2)n1 (stereo not drawn),x,-1,-16
O=C(COCc1ccccc1)N1CCN(c2nccc(-c3ccc(Oc4ccccc4)cc3)n2)CC1,-8,41,-5
CN1CCN2C[C@H](C(N)=O)[C@@H](c3ccccc3)[C@H]2C1,-9,2,1

# Overlap with the part before: 4 compounds, then new ones.
SMILES,mcGAS lum,NPYLR7 ag,hcGAS inh
Cc1nc2ccccc2nc1CS(=O)(=O)CCC(=O)N1CCOCC1,x,-1,4
CCC(C(=O)NC)n1nnc(-c2ccc(Cl)cc2)n1 (stereo not drawn),x,-1,-16
O=C(COCc1ccccc1)N1CCN(c2nccc(-c3ccc(Oc4ccccc4)cc3)n2)CC1,-8,41,-5
CN1CCN2C[C@H](C(N)=O)[C@@H](c3ccccc3)[C@H]2C1,-9,2,1
CN(C)CCN1CC2(CCN(C(=O)CCC(F)(F)F)CC2)OC1=O,-7,x,-11
CN(Cc1cccnc1)Cc1cccc(C(=O)Nc2ccc3c(cnn3C)c2)c1,-6,2,1
CN(C)CCC1CCCCN1C(=O)C1CCC1 (stereo not drawn),-4,x,-11
COC(=O)C(CC(C)C)NC(=O)Cc1coc2cc(C)ccc12 (stereo not drawn),-7,14,-6
Cc1ccc(-c2nc(C=Nc3ccc4ccccc4c3)c(O)o2)cc1,-8,-3,-8
NC(=O)c1ccc(NC(=O)C2CCN(c3ccc(-c4ccccc4)nn3)CC2)cc1,-6,-5,-3
COc1cccc(CNC(=O)CCc2ccc(-c3ccc(F)cc3)n2-c2ccc(NC(C)=O)cc2)c1,2,-2,-2
CC(C)CN(C(=O)COC(=O)C1=NNC(=O)CC1)C1CCS(=O)(=O)C1 (stereo not drawn),x,9,-6
CCCn1c(C(=O)NCCCCO)cc2c(=O)n(C)c(=O)n(C)c21,-8,-1,-7
CCCCOc1ccc(C(=O)Oc2coc(CSc3nccc(C)n3)cc2=O)cc1,-7,-12,-4
Cc1c(C)n2c3c(=O)n(CCN4CCOCC4)c(=O)n(C)c3nc2n1-c1ccc(C(F)(F)F)cc1,x,-2,-7
O=C(CN1CCc2sccc2C1)Nc1cccc(F)c1,x,-2,-5
COc1ccc(Nc2cc3c(cn2)cc(-c2cnn(C)c2)n3Cc2ccccc2)c(OC)c1,-6,1,-9
Cc1ccc(CNC(=O)CSc2nc(N)c(NC(=O)c3ccc(F)c(F)c3)c(=O)[nH]2)cc1,-7,0,-3
COCCCN(CC(=O)Nc1cc(C(C)(C)C)nn1-c1ccc(C)cc1C)C(=O)Nc1cccc(OC)c1,0,0,1
O=C1NC2(CCN(C(=O)c3ccc(C(F)(F)F)cc3)CC2)Nc2ccc(Br)cc21,-4,2,-5
CCOc1ccc2nc(N(CCN(C)C)C(=O)c3cc(Cl)sc3Cl)sc2c1,-6,-8,-6
CCc1cccc2c(C(CC(=O)N3CC4(C)CC3CC(C)(C)C4)c3ccccc3C(F)(F)F)c[nH]c12 (stereo not drawn),1,-5,-6
CC(C)C(O)P(=O)(OCc1ccccc1)c1ccc(N(C)C)cc1 (stereo not drawn),x,23,-8
CCOc1ccc2c(=O)c(Oc3ccccc3)c(C(F)(F)F)oc2c1,-1,-9,3
Cn1ccnc1CN(CC(O)CO)C1CC1 (stereo not drawn),x,1,-8
CC(C)c1ccc(C(=O)N2C[C@]3(C)C[C@H]2CC(C)(C)C3)c(=O)n1C,-7,x,-13
Cc1cc(=O)[nH]c(C(C)C)n1,x,0,-6
FC(F)Oc1cccc(CN2CC(c3ccccn3)C2)c1,x,17,-6

# Results in hcGAS inh and NPYLR7 ag, for seven of the compounds above:
Molecule	hcGAS inh	NPYLR7 ag
COCCCN(CC(=O)Nc1cc(C(C)(C)C)nn1-c1ccc(C)cc1C)C(=O)Nc1cccc(OC)c1	1	0
FC(F)Oc1cccc(CN2CC(c3ccccn3)C2)c1	-6	17
Cc1cc(=O)[nH]c(C(C)C)n1	-6	0
O=C1NC2(CCN(C(=O)c3ccc(C(F)(F)F)cc3)CC2)Nc2ccc(Br)cc21	-5	2
CC(C)c1ccc(C(=O)N2C[C@]3(C)C[C@H]2CC(C)(C)C3)c(=O)n1C	-13	x
CCOc1ccc2nc(N(CCN(C)C)C(=O)c3cc(Cl)sc3Cl)sc2c1	-6	-8
Cc1ccc(CNC(=O)CSc2nc(N)c(NC(=O)c3ccc(F)c(F)c3)c(=O)[nH]2)cc1	-3	0

# New compounds follow
SMILES,mcGAS lum,NPYLR7 ag,hcGAS inh
COC(=O)C1=C(C)NC(=O)NC1c1cc(Cl)cc(Cl)c1OC (stereo not drawn),-5,1,-4
COc1cccnc1-c1ccc(O)cc1,x,-3,-1
Cc1nnc(SCC(=O)N2CCN(C(=O)c3ccccc3)C(C)C2)n1-c1cccc(Cl)c1 (stereo not drawn),-4,5,1
OC(c1ccccn1)C1CCN(c2nc3nonc3nc2N2CCSCC2)CC1 (stereo not drawn),x,7,-8
CN(Cc1cccc(F)c1)C(=O)C1CCN(c2ccc3nnc(C(F)(F)F)n3n2)CC1,x,6,-10
CCOC(=O)CC(NC(=O)NCc1ccoc1)c1ccccc1 (stereo not drawn),x,2,-6
O=S(=O)(Nc1c2c(nc3ccccc13)CCCC2)c1ccc(F)cc1F,-3,-3,1
CC(NS(=O)(=O)c1ccc2c(c1)OCCO2)c1ccncc1 (stereo not drawn),-7&-4,-1,-1&-7
OC(c1ccc(CN(Cc2cccc(F)c2)CC2CCCO2)o1)(c1cccs1)c1cccs1 (stereo not drawn),-5,11,-8
CC1(C)CC(=O)c2cnc3c(c2C1)c(=O)[nH]c(=O)n3Cc1ccco1,-7,0,-9
COc1ccccc1/C=C/C1=NC(=C\C=C/c2ccccc2)/C(=O)O1,x,-3,-3
Cc1cc(C)c(NC(=O)Cn2c(=O)n(CCc3ccccc3)c(=O)c3ncccc32)c(C)c1,x,-3,-4
COc1ccc2nc(N(Cc3cccnc3)C(=O)C3CCCCC3)sc2c1,-8,-7,-6
O=c1cc(-c2cc(O)c(O)c(O)c2)oc2cc(O)cc(O)c12,x,22,22
Cc1cn2c3c(=O)n(C)c(=O)n(C)c3nc2n1-c1ccccc1Cl,x,-1,0
CCOC(=O)c1cccnc1N1CCCC(N2CCOCC2)C1 (stereo not drawn),-14,5,-6
COc1ccc(S(=O)(=O)N2CCC(O)(CO)CC2)c2c1CCCC2,-12,-3,-7
Cc1nn(-c2ccccc2)c(C)c1Cc1nn2c(C(C)C)nnc2s1,x,-15,2
O=C(CSc1nnc2ccccn12)Nc1cccc2ccccc12,-2,-5,-1
COc1cc2c(cc1OC)C(CNC(=O)c1ccco1)N(Cc1ccccc1F)CC2 (stereo not drawn),-2,-4,0
Cc1cccnc1N1CCN(C(=O)C(C)n2ccnc2C(C)C)CC1 (stereo not drawn),x,2,-5
Cc1ccc(C(=O)NN2C(=O)C3C4C=CC(C5CC45)C3C2=O)cc1 (stereo not drawn),-7,9,-6
Cc1cc(C)c(NC(=O)CC2C=CCC2)c(Cl)c1 (stereo not drawn),x,2,-5
C=CCN=c1scc(-c2ccc(OC(F)F)cc2)n1N=C(C)c1ccc2c(c1)OCCO2,x,-1,-4
CCOC(=O)c1nn(-c2ccc(C)cc2)c(=O)c2c(NC(=O)CC(C)(C)C)scc12,-6,3,-4
CCOC(=O)N1CCN(C(=O)c2ccc(N3CCC(NCc4cnc5ccccn45)CC3)cc2)CC1,-12,22,-6
COCOc1cccc(CN2CCC2(C)C(=O)Nc2ccc3c(c2)OCO3)c1 (stereo not drawn),x,11,-9
Cc1ccc(S(=O)(=O)N(C)CC(=O)NNC(=O)C2CC=CCC2)cc1 (stereo not drawn),-8,0,-10
Cc1ccc(C)c(CSc2nc(=O)n(CCCO)c3c2CCC3)c1,-3,-3,-4
O=C(Nc1ccccc1)N1CCCC(CNS(=O)(=O)Cc2ccccc2)C1 (stereo not drawn),-4,12,-2
O=c1oc2ccccc2n1CCN1CCN(c2ncc(F)cn2)CC1,x,11,-4
O=C1CCN(c2ccc(S(=O)(=O)C(F)(F)F)cc2)CCN1,-9,2,-12
COc1ccccc1CN1CCn2nc(C(=O)Nc3ccc(C)cc3)cc2C1=O,-3,-1,-5
COc1ccc(NC(=O)Nc2nnc(Cc3ccc(F)cc3)s2)cc1,-8,-13,-6
O=C(CSc1nnc(-c2ccccc2)n1-c1ccccc1)N/N=C\c1ccc(Cl)cc1,x,-4,0
CCCN(CC(=O)Nc1c(C)n[nH]c1C)Cc1ccccc1,x,5,-1

# Nothing new here: entries from further up.
SMILES,mcGAS lum,NPYLR7 ag,hcGAS inh
CCOC(=O)c1nn(-c2ccc(C)cc2)c(=O)c2c(NC(=O)CC(C)(C)C)scc12,-6,3,-4
CCOC(=O)N1CCN(C(=O)c2ccc(N3CCC(NCc4cnc5ccccn45)CC3)cc2)CC1,-12,22,-6

# The listing continues.
SMILES,mcGAS lum,NPYLR7 ag,hcGAS inh
CC(C(=O)Nc1cccc([N+](=O)[O-])c1)N1C(=O)c2ccccc2S1(=O)=O (stereo not drawn),x,8,-3
CC(C)Nc1nnc(SCc2cc(=O)n3ccsc3n2)s1,-2,8,-3
COCCn1nc(C(=O)N2CCCCC2CCN2CCOCC2)c2c1CCNC2 (stereo not drawn),3,x,7
CC(C)Cc1cc(-c2nccn2CCc2cccnc2)n[nH]1,x,1,3
COc1ccc(CCn2nc(C(=O)N(C)C)c3c2CCN(Cc2ccc(C)o2)C3)cc1,-3,11,-9
Cc1nc(N2CCC(CO)(Cc3ccccc3)CC2)cc(-n2cccn2)n1,-8,-6,-2
Cc1ccc(Cn2c(C(=O)N3CCN(C(=O)Cc4cccs4)C(C)C3)cc3ccoc32)cc1 (stereo not drawn),-6,6,0
CN1CCc2[nH]nc(C(=O)N3CCC4(CCNC(=O)CC4)CC3)c2C1,-6,x,-15
Cn1c(=NC(=O)C(C)(C)C)sc2cc(F)cc(F)c21,-5,3,-6
COC(=O)N1CCN([C@H]2C[C@H]3C[C@@H](c4ccccc4)OC[C@@]3(C)C2)CC1,-8,3,3
N#CC(CN1CCc2ccccc2C1)C(O)c1ccncc1 (stereo not drawn),-7,-1&3&11,-8&0&-10
COc1ccc(OCCN2CCC(C(=O)NC(c3ccc(C)cc3)c3ccccn3)CC2)cc1 (stereo not drawn),-3,0,-3
CCC(=O)N(Cc1ncc(-c2ccc3c(c2)OCO3)[nH]1)C(C)C,x,0&10,-9&1
Cc1ccc(CN(Cc2ccc(F)cc2)C(=O)CN(C(=O)Nc2ccccc2C)C(C)C)s1,2,-5,6
Cc1cc(C)c(S(=O)(=O)N2CCc3nc(C)nc(N4CCCCC4)c3C2)c(C)c1,-6,-5,-7
Cc1cc(C)cc(-n2nnc3c(=O)n(CC(=O)N(C)c4ccccc4)cnc32)c1,-7,-5,-5
CC(C)c1ccc(CN2CCCC(O)(CN3CCCNC(=O)C3)C2=O)cc1 (stereo not drawn),x,10&0,-5&1
Cc1cc(C(F)(F)F)nc(CCNC(=O)c2cn(CC3CCCO3)nn2)n1 (stereo not drawn),x,7,-10
Cc1ccc(C(NC(=O)CN2CCCC(c3n[nH]c(C)n3)C2)C2CC2)cc1 (stereo not drawn),-14,5,-8
COc1ccc(-c2nnc(SCc3ccccc3C(F)(F)F)n2-c2ccc(C)cc2)cc1,-9,x,-12
CCCCCNC(=O)CN1C(=O)NC(C)(c2ccc(Cl)cc2)C1=O (stereo not drawn),x,6,-7
Cc1ccccc1-n1c(-c2ccc(Cl)cc2)cc(C(=O)N2CCN(C(=O)Cc3cccs3)CC2)c1C,-5,16,-6
Cc1cc(C)c2c(n1)nn1c(N3CCOCC3)cc(C)nc21,-8,0,-6
